# rTrxR1 inhibitor – qHTS Assay for Inhibitors of Mammalian Selenoprotein Thioredoxin Reductase 1 (TrxR1): qHTS. AID 588453, 2011. Thioredoxin reductase 1, cytoplasmic (Rattus norvegicus), O89049. recombinant rTrxR1, NADPH fluorescence consumption, selenite substrate. actives 1% (n = 390,000). Potency, µM (titrated, usually from 114 µM), for the others: top-dose activity change, negative = inhibition, hits mostly inhibitors; note: potency is the fitted concentration of half-maximal effect; % is set by controls: 0 for no effect and ±100 for the full control effect; nearly all actives have a fitted effect of over 65% in size
#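 Rat TrxR1 (90 nM in the dispensed reagent) was pre-reduced with 400 uM NADPH for 5 min at room temperature, then incubated with compound for 15 min. After 400 uM selenite was added, NADPH fluorescence (Ex 340/Em 450 nm) was followed for 8 min.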
# TRHR ag – qHTS for Small Molecule Agonists and Allosteric Enhancers of Human TRH Receptor: Primary Screen for Agonists; TRHR cells, calcium flux fluo-8, FDSS agonist mode; actives 0.18% (n = 360,000); activation, % at 2 µM; Thyrotropin-releasing hormone receptor (Homo sapiens), P34981; in the data active = activation above about 30%; note: 0% is about no effect
#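 TRHR-expressing cells, plated overnight in medium with 10% serum, were loaded with fluo-8 calcium dye at room temperature. After a 10 s baseline, library compound was pin-added and calcium release was recorded kinetically (ex 480/em 530) as agonist response.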
# D2 ag – HTS Assay for Allosteric Agonists of the Human D2 Dopamine Receptor: Primary Screen for Agonists; activation, % at 2 µM; actives 0.53% (n = 340,000); HEK293 T-REx D2 cells, calcium flux agonist mode;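 active = activation over 3 SD above normal in the single-dose calcium agonist read, cut at about 30% in these data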; note: 0% is about no effect
# Target sequence (P14416 whole entry, looked up): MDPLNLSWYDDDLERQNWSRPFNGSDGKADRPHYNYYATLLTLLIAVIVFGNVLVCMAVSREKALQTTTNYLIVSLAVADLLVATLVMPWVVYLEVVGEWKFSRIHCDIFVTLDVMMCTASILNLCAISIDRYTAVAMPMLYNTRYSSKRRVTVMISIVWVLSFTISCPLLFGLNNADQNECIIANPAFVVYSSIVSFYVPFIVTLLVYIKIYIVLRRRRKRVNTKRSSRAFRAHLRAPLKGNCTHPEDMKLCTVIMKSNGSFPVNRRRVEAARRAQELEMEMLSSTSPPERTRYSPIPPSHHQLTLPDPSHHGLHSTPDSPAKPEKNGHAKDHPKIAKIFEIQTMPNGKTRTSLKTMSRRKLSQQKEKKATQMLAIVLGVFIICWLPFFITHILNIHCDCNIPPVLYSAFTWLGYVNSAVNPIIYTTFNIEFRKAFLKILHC
#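 Tetracycline-induced HEK293 Trex cells with D2 receptor force-coupled to calcium signaling, plated overnight at 30 C and loaded with no-wash calcium dye. Calcium flux read kinetically for 180 s after compound addition; responses flag agonists.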
# TRHR enhancer – qHTS for Small Molecule Agonists and Allosteric Enhancers of Human TRH Receptor: Primary Screen for Enhancers | enhancement, % at 2 µM | TRHR cells, fluo-8 calcium fluorescence, EC20 TRH enhancement | Thyrotropin-releasing hormone receptor (Homo sapiens), P34981 | actives 0.66% (n = 360,000); in the data active = enhancement above about 30%; note: 0% is about no effect
#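 Enhancer read-out: after compound pinning and an initial kinetic agonist-mode read, an EC20 of TRH (10 nM final) was injected and fluo-8 calcium signal (Ex 480/Em 530) followed at 1 s/cycle for 100 cycles in TRHR-expressing cells.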
# D2 antagonist – HTS Assay for Allosteric Antagonists of the Human D2 Dopamine Receptor: Primary Screen for Antagonists; HEK293 TREx D2 cells, calcium flux, dopamine EC80; AID 485344, 2010; inhibition, % at 10 µM; actives 2% (n = 340,000); in the data active = inhibition above about 30%; note: 0% is about no effect
#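 Antagonism is scored as inhibition of an EC80 dopamine-evoked calcium signal in a force-coupled, tetracycline-inducible HEK293 T-REx D2 line, with compound present 180 s before agonist.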
# TrxR1 substrate – qHTS Assay for Substrates of Mammalian Selenoprotein Thioredoxin Reductase 1 (TrxR1): qHTS | Thioredoxin reductase 1, cytoplasmic (Rattus norvegicus), O89049 | actives 0.01% (n = 390,000) | AID 588456, 2011 | purified TrxR1 substrate turnover, NADPH consumption readout | Potency, µM (top dose mostly 114 µM), for the others: at the highest dose activity change, negative = substrate turnover; note: potency is the fitted concentration of half-maximal effect; % is set by controls: 0 for no effect and ±100 for the full control effect; nearly all actives have a fitted effect of over 50% in size
#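 Rat TrxR1, dispensed at 90 nM, was prereduced with 400 uM NADPH (final) for 5 min at ~22 deg C, then incubated with compound 15 min before 400 uM selenite. A first-read NADPH fluorescence drop versus no-compound background flagged substrates.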
# PI4K2A inh – qHTS for small molecular inhibitors of PI4K2A. Phosphatidylinositol 4-kinase type 2-alpha (Homo sapiens), Q9BTU6. purified PI4K2A, ADP-Glo luminescence, 1 h; hits give low values. activity change, negative = inhibition, % at 76.9 µM. actives 0.13% (n = 420,000). AID 1346378, 2018; in the data active = activity change below about -50%; inconclusive = mostly about -30% to -49%;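 note: -100% = wells without enzyme as full effect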
#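 In this quantitative HTS, ADP production by PI4K2A was quantified luminescently after 1 h at ambient temperature; 100 microM adenosine served as plate-quality control.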
# USP1 inh – Inhibitors of USP1/UAF1: Primary Screen; recombinant USP1/UAF1, Ub-Rhodamine cleavage fluorescence; Potency, µM (highest dose often 57.1 µM), for inactives: top-dose activity change, negative = inhibition, usual class: inhibitors; actives 0.23% (n = 390,000); Ubiquitin carboxyl-terminal hydrolase 1 (Homo sapiens), O94782; note: potency is the fitted concentration of half-maximal effect; % is set by controls: 0 for no effect and ±100 for the full control effect; nearly all actives have a fitted effect of over 60% in size; inactives centre near -12
#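 High-throughput fluorogenic screen: 1nM USP1/UAF1 complex, Ub-Rho substrate 150nM final, 50mM HEPES pH 7.8 with 0.5mM EDTA, 0.1 mg/ml BSA, 1mM TCEP and 0.01% Tween-20.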
# mIDH1 inhibitor – qHTS for Inhibitors of mutant isocitrate dehydrogenase 1 (IDH1): qHTS; Isocitrate dehydrogenase [NADP] cytoplasmic (Homo sapiens), O75874; IDH1-R132H enzyme, NADPH consumption, diaphorase/resazurin fluorescence; Potency, µM (highest dose often 76.6 µM), for the others: top-dose activity change, negative = inhibition, most hits filed as inhibitors; actives 0.093% (n = 390,000); note: potency is the fitted concentration of half-maximal effect; % is set by controls: 0 for no effect and ±100 for the full control effect; nearly all actives have a fitted effect of over 65% in size
# Target sequence (O75874 whole entry R132H, stated change not applied): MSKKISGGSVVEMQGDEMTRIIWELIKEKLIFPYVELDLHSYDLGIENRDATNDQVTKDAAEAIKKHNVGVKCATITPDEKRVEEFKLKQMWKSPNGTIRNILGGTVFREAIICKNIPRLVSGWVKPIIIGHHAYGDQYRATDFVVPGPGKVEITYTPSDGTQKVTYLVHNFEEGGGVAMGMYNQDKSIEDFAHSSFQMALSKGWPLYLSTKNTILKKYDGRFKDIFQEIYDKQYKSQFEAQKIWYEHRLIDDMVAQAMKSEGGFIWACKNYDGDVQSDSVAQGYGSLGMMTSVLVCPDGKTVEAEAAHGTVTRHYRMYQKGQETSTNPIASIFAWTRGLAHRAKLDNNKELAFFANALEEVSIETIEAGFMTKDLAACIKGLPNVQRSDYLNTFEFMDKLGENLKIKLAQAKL
#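 IDH1-R132H (0.5 ug/mL) preincubated 30 min with compound, then NADPH (0.016 mM) and alpha-KG (2 mM) added; 80 min at RT, pH 7.5. Remaining NADPH coupled via diaphorase/resazurin to fluorescence (540/590 nm); concentration-response curves normalized to no-enzyme control.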
# An asterisk follows results filed as active; ? = inconclusive; . = no result given; & = joins results of further samples; [ ] = dose if it differs, or a comment. Unless noted, calls come from the whole dose curve; as a rule, active = well fitted inhibition curve with a large enough effect; inconclusive = small, poorly fitted or top-dose-only effect; inactive = no such curve, though single readings can be large or run the other way.
entry	compound	rTrxR1 inhibitor	TRHR ag	D2 ag	TRHR enhancer	D2 antagonist	TrxR1 substrate	PI4K2A inh	USP1 inh	mIDH1 inhibitor
1	Cc1ccccc1Oc1ccc2c(c1)[C@@H]1C[C@H](N(C)C(=O)c3ccc(C#N)cc3)[C@H]([C@H](C)O)C(=O)N1CC2	14%	.	.	.	.	3%	-1	-21%	-3%[38.3 µM]
2	CC(=O)c1cc2c(cc1NS(=O)(=O)c1ccc(F)cc1)OCO2	13%[57.1 µM]	-0.3	1.1	7	-2	-4%[57.1 µM]	-4	-6%	14%
3	COc1cc(-c2nc(Cc3ccccc3Cl)no2)cc(OC)c1OC	31%	0.4	-1.3	-8	8	8%	6	-14%	-1%
4	C/C(=N\NC(=O)c1nnn(-c2nonc2N)c1-c1cccs1)c1cccc(O)c1	21%	0.1	0.5	7	3	4%	-3	-19%	-6%
5	O=C(O)CNC(=O)c1ccc(NS(=O)(=O)c2ccc3ccccc3c2)cc1	-7%	0.8	0.8	2	1	0%	1	-7%	-4%
6	COCc1cc(C)nc(SCC(=O)NC2CCCCC2C)c1C#N (configuration not stated)	-11%	-0.1	0.0	2	-13	-13%	0	-3%	6%
7	Cc1cn(CC(=O)NCCc2ccccn2)c(=O)[nH]c1=O	12%	.	.	.	.	9%	-4	-18%	20%
8	Cc1cccc(C)c1NC(=S)NCc1ccncc1	3%[57.1 µM]	-0.7	-0.4	2	-9	3%[57.1 µM]	2	-26%	10%
9	Cc1ccc(Cc2nc3ccccc3nc2SCC(=O)N2CCC(C)CC2)cc1	14%[57.1 µM]	0.4	0.2	-7	.	1%[57.1 µM]	2	-9%	2%
10	Clc1cccc(-n2ncc3c(Nc4ccc5c(c4)OCCO5)ncnc32)c1	15%[57.1 µM]	-0.3	-0.5	-4	.	6%[57.1 µM]	4	?	18%
11	CCN(CC)S(=O)(=O)c1ccc(NC2c3ccccc3C(=O)N2CCN2CCOCC2)cc1 (configuration not stated)	-13%[57.1 µM]	0.6	0.4	5	-6	11%[57.1 µM]	-4	-5%	12%
12	COc1cc(CN2CCN(Cc3c[nH]c4ccccc34)CC2CCO)cc(OC)c1 (configuration not stated)	22%	2.6	1.6	12	-8	1%	5	-15%	-3%
13	Cc1ccc(S(=O)(=O)CCSC(=N)N)cc1	5%[57.1 µM]	-0.2	-0.1	-6	22	11%[57.1 µM]	4	-8%	-6%
14	COc1ccc(OCc2nc(N)nc(Nc3ccccc3)n2)cc1	12%	-0.8	-3.3	-3	23	-1%	6	0%	9%
15	CCc1cccc(C)c1NC(=O)CSc1nnc(CCCOc2ccc(Cl)cc2Cl)n1C	6%	0.7	.	-6	.	-8%	-5	-21%	3%
16	O=C1C=C(c2cc(Cl)cc(Cl)c2)C[C@@H](c2ccc(F)cc2)C1	23%	0.1	-0.2	0	6	0%	-1	-25%	-1%
17	Cc1cccc(C)c1NC(=O)C1CCN(S(C)(=O)=O)CC1	1%	0.5	0.7	-2	0	1%	-4	-7%	1%
18	COc1ccc(-n2cnc3cc(C(=O)NC4CCCC4)ccc32)cc1	14%	-0.2&-0.3	-0.5&0.1	1&4	0	0%	1&0	-21%&-6%	14%&7%
19	COc1cc(C(=O)N2CCC(C(N)=O)CC2)ccc1OCc1c(C)noc1C	10%	.	.	.	.	-5%	2	-5%	-3%
20	CCc1noc(C)c1C(=O)N(C)CC(=O)Nc1ccccc1C(F)(F)F	6%[57.1 µM]	-0.2	0.3	1	-1	2%[57.1 µM]	-7	-12%	2%
21	CCc1ccc(CN(C(=O)c2cccs2)C2CCS(=O)(=O)C2)cc1 (configuration not stated)	19%[57.1 µM]	-0.8	0.1	0	-12	5%[57.1 µM]	-1	-5%	-2%
22	COc1ccc(NC(=O)c2c(-c3ccccc3)noc2C)c(OC)c1	15%	0.2	0.1	-1	3	5%	-2	-10%	-2%
23	Cc1cc(C)cc(NS(=O)(=O)c2coc(C(N)=O)c2)c1	2%[57.1 µM]	0.4	0.4	4	-19	-3%	3	-1%	14%
24	CCc1cc(=S)n2c([nH]c3ccccc32)c1C#N	?	2.0	1.4	2	12	10%[57.1 µM]	-2	-15%	0%
25	Clc1cccc(-c2noc3ncnc(Nc4ccc5c(c4)OCO5)c23)c1	10%	-1.5	0.3	-6	5	0%	3	-22%	14%
26	O=[N+]([O-])c1ccccc1OCCOc1ccccc1[N+](=O)[O-]	0%[57.1 µM]	-0.4	.	-10	.	4%[57.1 µM]	1	-4%	3%
27	O=C1OC(c2cccc([N+](=O)[O-])c2)C2(CCCC2)C(=O)C12CCCCC2 (configuration not stated)	17%	-0.6	-2.1	-2	8	3%	-2	-19%	3%
28	COc1cc(C2NC(=O)NC(C)=C2C(=O)OCC2CCCO2)ccc1O (configuration not stated)	5%	0.2	0.5	4	-1	-5%	7	-4%	4%
29	CCNc1nc(NCC)n2c(SCC(=O)N(CC)C3CCCCC3)nnc2n1	-13%[57.1 µM]	-1.3	0.3	-3	9	1%[57.1 µM]	3	-2%	-1%
30	Cc1ccccc1C(=O)N1CCC(C(=O)N2CCN(Cc3ccc4c(c3)OCO4)CC2)CC1	-8%	.	.	.	.	-7%	-1	0%	7%
31	CCCCC1=CC2=CC(=O)C(C)(OC(=O)CC)C(=O)C2=CN1Cc1ccccc1 (configuration not stated)	-16%	0.7	0.0	4	-4	-8%	0	-37%	3%
32	Cn1cc(Cl)c(C(=O)Nc2cccc(Cl)c2Cl)n1	23%	-1.2	0.7	4	-41	10%	1	-1%	4%
33	CN(CC1COc2ccccc2O1)C(=S)NC1CCCCC1 (configuration not stated)	37%[activator]	-0.7	3.6	3	-3	6%	1	-20%	-1%
34	COc1ccc(CNn2c(C)nc3ccccc3c2=O)cc1	11%	.	.	.	.	5%	2	-3%	8%
35	O=C(CCNS(=O)(=O)c1ccccc1)N1CCCCCCC1	5%	0.0	-0.1	1	-3	-3%[57.1 µM]	-5	-21%	-10%
36	O=C(COC(=O)CCCN1C(=O)c2cccc3cccc(c23)C1=O)Nc1ccc(Cl)cc1	52%	-1.1	-0.7	1	2	41%	-4	-11%	-1%
37	CC(=O)c1cc2ccc(O)cc2oc1=O	49%[activator]	4.8	.	6	.	544%[activator]	-3	-9%	-5%
38	CNc1nc(C)c(C(C)=O)cc1C#N	-16%	0.2	0.1	-1	5	-5%	-5	-1%	3%
39	COc1ccc(-c2oc3cccnc3c2-c2ccc(OC)nc2)cc1	27%[57.1 µM]	-0.4	-0.1	-2	-33	117%[activator][57.1 µM]	-8	-27%	-7%
40	COc1ccc2[nH]c3c(c2c1)CCN1C(=O)N([C@@H](C)C(=O)NCc2ccc(C)cc2)C(=O)[C@]31C	-12%	0.4	0.7	-7	3	3%	-3	-24%	-27%
41	O=C(CN1C(=O)NC2(CCCCC2)C1=O)N1CCN(S(=O)(=O)c2ccc(F)cc2)CC1	-10%	0.0	-0.5	2	-10	-7%	2	-8%	2%
42	O=C(CNc1ccc2ccccc2c1)NNC1=NCCC1	22%	-0.2	0.8	4	5	19%	3	4%	6%
43	O=C(Cc1ccccc1)NCCn1ccc2ccccc21	-3%[57.1 µM]	0.0	0.1	2	0	-2%[57.1 µM]	4	-13%	9%
44	O=C1CCCc2c1[nH]c1ccc(Br)cc21	7%	-1.7	0.3	3	12	5%	-4	-20%	0%
45	Cc1nn(-c2ccccc2)c2sc(C(=O)NC3CCCCC3)cc12	21%	0.0	0.7	-2	-17	-3%	-1	-18%	0%
46	COCCN(C(=O)CCC(=O)Nc1nccs1)C(C(=O)NC(C)(C)C)c1ccc(Cl)cc1 (configuration not stated)	30%[11.4 µM]	0.3	-0.1	4	-12	-20%[11.4 µM]	-6	-13%	9%
47	CN(Cc1ccc(OC(F)F)cc1)C(=O)c1ccc2nccnc2c1	11%	0.0	-0.5	-2	-5	-7%	3	2%	-3%
48	BrC(=C\c1ccccc1)/C=N/Nc1ccc2nncn2n1	18µM*	0.2	-0.4	6	-11	-10%	-8	?	0%
49	CC(=O)c1ccc(OCc2cc(C(=O)N3CCOCC3)no2)cc1	8%	-0.5	-0.4	-2	-1	8%	-15	-12%	1%
50	Cc1cc(C(=O)CSc2nc(N)cc(N)n2)c(C)n1-c1cccc(C(F)(F)F)c1	12%	-0.5	-1.1	8	14	2%	-15	-11%	0%
51	O=C(COC(=O)CCNS(=O)(=O)c1cccs1)Nc1ccccc1	21%	-0.2	0.0	0	-7	-1%	-1	-19%	1%
52	CC(C)N(CCCNC(=O)C1CCC(CNS(=O)(=O)c2ccccc2)CC1)Cc1ccccc1 (configuration not stated)	20%	-0.3	-0.9	1	13	3%	-6	-22%	-3%
53	COc1cccc(CNc2nc3ccccc3n2CCN2CCCCC2)c1OC	1%	-0.6	0.5	7	4	4%	4	-13%	8%
54	O=c1cc(N2CCN(Cc3ccccc3)CC2)[nH]c(=O)n1Cc1ccc(F)cc1	?	-0.1	0.1	-6	-7	2%	-2	-3%	3%

# Bioassay records as filed in PubChem BioAssay.
